# Rev-erbA mod – modulators of Rev-erb alpha DNA binding, primary screen, biochemical, FITC-DNA, fluorescence polarization, uHTS | Rev-erbα–FITC-DNA binding, 90 min | activity, % at 10 µM | actives 0.79% (n = 370,000) | AID 1259318, 2017 | Nuclear receptor subfamily 1 group D member 1 (Homo sapiens), P20393;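 active means activity above about 14%, limit read from the data; passing the limit was not always enough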;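 further: 0% = DMSO wells with 35 nM protein and 100% = DMSO wells with 750 nM protein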
# DAX1 inh-1 – DAX1 (NR0B1) inhibitors on StAR promoter, primary screen, cell-based, luminescence, SF-1 (NR5A1), full-length DAX-1. HEK293T StAR-luciferase reporter, SF-1/DAX-1 repression relief. inhibition, % at 6.8 µM. actives 1.1% (n = 370,000). AID 652010, 2013;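 active means inhibition above the mean over all tested compounds plus 3 SD, cut at about 3.6% in these data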;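 further: 0% = DAX-1 cells with DMSO and 100% = cells lacking DAX-1 with DMSO; higher inhibition means more luminescence from relief of DAX-1 repression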
# PLCg1 inh – PLC-gamma1 enzyme inhibitors, primary screen, biochemical, fluorescence, purified enzyme. fluorogenic substrate. actives 0.84% (n = 370,000). inhibition, % at 12.2 µM. 1-phosphatidylinositol 4,5-bisphosphate phosphodiesterase gamma-1 (Homo sapiens), P19174; in the data active means inhibition above about 9.5%
# hgDAF12 agonist – H. glycines DAF-12 receptor agonists, primary screen, cell-based, luminescence, HEK293, GAL4 fusion, UAS-luciferase | Nuclear hormone receptor DAF-12 (Heterodera glycines), GAL4 fusion | HEK293 GAL4-hgDAF12 UAS-luciferase reporter, agonist luminescence; normalized to butyrate control | activation, % at 6.8 µM | actives 1.8% (n = 370,000) | AID 687014, 2013;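 active means activation above a cutoff set at the mean of all screened compounds plus 3 SD, cut at about 10% in these data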;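 further: 0% = DMSO wells and 100% = sodium butyrate wells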
# hcDAF12 agonist – H. contortus DAF-12 nuclear receptor activators, primary screen, cell-based, luminescence, HEK293, lit1-tk-luc reporter | HEK293 hcDAF-12 lit1-tk-luc reporter; 0% DMSO, 100% Δ7-dafachronic acid | activation, % at 6.8 µM | actives 1.4% (n = 370,000);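 active means activation above the mean of all tested compounds plus 3 SD, cut at about 5.5% in these data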;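 further: 100% = response to 3 µM Δ7-dafachronic acid high control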
# PLCb3 inh – human PLC-beta3 inhibitors, primary screen, biochemical, fluorescence | actives 0.18% (n = 370,000) | 1-phosphatidylinositol 4,5-bisphosphate phosphodiesterase beta-3 (Homo sapiens), Q01970 | Purified PLC-beta3, fluorogenic substrate | inhibition, % at 12.2 µM; in the data active means inhibition above about 11%;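 further: 0% = median of compound wells on plate and 100% = full blocker control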
# Target sequence (Q01970 whole entry, looked up): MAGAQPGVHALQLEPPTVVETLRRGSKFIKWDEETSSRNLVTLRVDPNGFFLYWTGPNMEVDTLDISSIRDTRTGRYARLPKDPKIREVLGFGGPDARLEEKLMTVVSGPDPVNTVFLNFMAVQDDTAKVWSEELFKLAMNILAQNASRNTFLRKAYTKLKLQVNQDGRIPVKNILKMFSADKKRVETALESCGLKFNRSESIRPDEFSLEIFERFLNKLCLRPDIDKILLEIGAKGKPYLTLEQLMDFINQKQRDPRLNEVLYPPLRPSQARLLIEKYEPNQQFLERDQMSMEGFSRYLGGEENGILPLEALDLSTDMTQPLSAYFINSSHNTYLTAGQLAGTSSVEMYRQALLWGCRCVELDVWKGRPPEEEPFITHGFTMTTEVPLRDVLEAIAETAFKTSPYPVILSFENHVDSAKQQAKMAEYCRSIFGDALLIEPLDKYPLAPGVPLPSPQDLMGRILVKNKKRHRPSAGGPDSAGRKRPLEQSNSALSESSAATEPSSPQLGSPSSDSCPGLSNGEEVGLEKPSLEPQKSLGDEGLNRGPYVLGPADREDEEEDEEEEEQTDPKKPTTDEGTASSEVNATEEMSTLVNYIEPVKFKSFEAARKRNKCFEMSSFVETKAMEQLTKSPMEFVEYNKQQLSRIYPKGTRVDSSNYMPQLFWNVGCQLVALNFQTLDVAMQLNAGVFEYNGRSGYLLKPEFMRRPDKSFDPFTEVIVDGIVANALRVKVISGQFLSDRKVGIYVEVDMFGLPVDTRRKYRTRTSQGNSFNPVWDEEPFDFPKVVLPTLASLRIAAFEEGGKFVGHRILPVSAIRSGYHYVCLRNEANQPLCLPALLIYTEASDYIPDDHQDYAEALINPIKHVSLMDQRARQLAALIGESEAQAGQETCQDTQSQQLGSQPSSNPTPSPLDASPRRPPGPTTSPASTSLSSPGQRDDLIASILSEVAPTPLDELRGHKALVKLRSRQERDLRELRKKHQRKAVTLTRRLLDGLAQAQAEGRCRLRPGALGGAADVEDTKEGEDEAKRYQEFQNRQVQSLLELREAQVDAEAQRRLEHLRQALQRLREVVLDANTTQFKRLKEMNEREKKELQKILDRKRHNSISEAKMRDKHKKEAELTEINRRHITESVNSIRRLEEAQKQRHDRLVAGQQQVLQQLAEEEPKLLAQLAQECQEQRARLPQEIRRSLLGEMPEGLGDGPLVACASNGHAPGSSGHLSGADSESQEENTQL
# DAX1 inh-2 – DAX1 (NR0B1) inhibitors, primary screen, cell-based, HEK293, Gal4-DAX1, luciferase luminescence; AID 504766, 2011; Nuclear receptor subfamily 0 group B member 1 (Homo sapiens), P51843; HEK293 Gal4-DAX1 luciferase reporter; inhibition, % at 6.75 µM; actives 0.99% (n = 340,000);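 active means inhibition above the mean over all tested compounds plus 3 SD, cut at about 4.2% in these data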;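 further: 0% = DAX1-transfected cells with DMSO and 100% = empty-vector control cells with DMSO; inhibition shows as a rise in luminescence from relieved DAX1 repression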
# MBD2 inh – inhibitors of MBD2 binding to methylated DNA, primary screen, biochemical, TR-FRET, DNA-binding domain, human | actives 0.31% (n = 370,000) | inhibition, % at 4.4 µM | MBD2 binding to methylated oligonucleotide | AID 686964, 2013; in the data active means inhibition above about 13%
# ssDAF12 agonist – S. stercoralis DAF-12 nuclear receptor activators, primary screen, cell-based, luminescence, HEK293, GRIP1 co-expression, lit1-tk-luc; HEK293 ssDAF-12/GRIP1 lit1-tk-luc reporter; % of 3 µM dafachronic acid response; activation, % at 6.8 µM; actives 1% (n = 370,000); AID 652126, 2013;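 active means activation above the mean over all tested compounds plus 3 SD, cut at about 0.9% in these data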;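 further: 0% = DMSO-only wells and 100% = 3 µM delta7-dafachronic acid wells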
# SMARCA2 activ – SMARCA2 (BRM) function activators, primary screen, cell-based, luminescence, high throughput | MG213 cells, MMTV-luciferase reporter, dexamethasone, overnight | activation, % at 9.1 µM | actives 1% (n = 370,000); in the data active means activation above about 7.8%;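 further: 0% = vehicle wells and 100% = reference activator wells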
# ADAM17 inh – ADAM17 inhibitors, primary screen, biochemical, QFRET. Disintegrin and metalloproteinase domain-containing protein 17 (Homo sapiens), P78536. recombinant ADAM17, EDANS/DABCYL FRET peptide cleavage. inhibition, % at 6.95 µM. actives 0.83% (n = 370,000). AID 720648, 2013;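 active means inhibition above the mean of compounds lying between control limits plus 3 SD, set per campaign, cut at about 8.5% in these data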;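 further: 0% = DMSO-only wells as the low control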
# * = called active by the depositor; i = inactive; · = no result given.
SMILES,Rev-erbA mod,DAX1 inh-1,PLCg1 inh,hgDAF12 agonist,hcDAF12 agonist,PLCb3 inh,DAX1 inh-2,MBD2 inh,ssDAF12 agonist,SMARCA2 activ,ADAM17 inh
O=C(CCNC(=O)c1ccco1)Nc1nc(-c2ccccc2)cs1,1.1,-0.2,1.4,8.7,6.4*,-5.5,·,0.9,1.0*,6.1,-4.8
CSc1ccc(CN(C)C(=O)CN2C(=O)NC3(CCCC3)C2=O)cc1,1.5,-0.1,2.1,0.1,1.9,-8.6,0.4,7.5,0.3,2.0,-11.2
CC1CC(C)(C)NC(=S)N1CCCC(=O)N1CCN(c2ccc(F)cc2)CC1 (stereo not drawn),-5.1,-0.2,5.6,0.0,-0.1,3.0,1.2,1.2,-1.6,-5.3,0.4
O=C(c1ccc(-c2ccccc2Cl)o1)N1CCCC(C(F)(F)F)C1 (stereo not drawn),6.7,3.2,3.2,3.4,0.2,-2.8,1.0,-1.0,-1.1,4.7,1.1
Cc1cccc(N)c1SC1CCCCC1O (stereo not drawn),-1.3,0.2,0.1,0.4,-3.1,3.2,1.1,-3.2,-1.4,-2.2,3.6
COc1cc(NS(=O)(=O)c2ccc(NC(=S)NC(=O)c3ccc(F)c(F)c3)cc2)nc(OC)n1,3.3,-0.2,-10.8,-1.6,-1.1,-10.4,0.2,3.4,-0.2,-3.1,-7.7
Cc1ccc(S(=O)(=O)C2(C(=O)Nc3ccc(C(C)C)cc3)CC2)cc1,-2.9,-0.3,-0.3,7.7,-1.3,-9.0,-1.9,1.9,1.0*,1.3,-0.7
COCCC(=O)N(Cc1ccc2c(c1)OCO2)C(C(=O)NC1CCCCC1)c1ccncc1 (stereo not drawn),0.2,0.2,-2.2,-1.3,-0.4,0.5,-0.9,2.4,-0.5,-7.2,-8.2
CCn1ncc(C2=NOC(C(=O)NCc3ccc(Cl)cc3)C2)c1C (stereo not drawn),6.2,0.1,2.4,-6.2,-1.0,1.3,-0.7,-1.5,0.1,-1.8,-0.7
O=C(Nc1ccc(S(=O)(=O)NC2=NCCCCC2)cc1)c1ccco1,1.2,0.4,-1.9,-0.9,3.9,-6.3,-0.7,-2.3,-0.2,-1.2,-5.5
CCOC(=O)c1sc(NC(=O)CSc2nc3c(cc2C#N)CCCCCC3)c(C#N)c1C,3.1,-0.8,-3.6,0.2,-1.1,-6.0,0.8,-0.4,-1.5,6.5,-2.8
O=c1cc(O)n(C2CCCCCC2)c(=O)[nH]1,-2.9,-0.1,1.1,-0.6,-1.6,-8.4,0.6,-2.0,-1.2,-0.2,-6.6
O=C(O)COn1c(-c2ccc(Cl)cc2)nc2ccc(Cl)cc21,5.0,1.3,-5.3,5.4,6.2*,-1.5,1.1,1.0,0.1,2.1,-6.3
CCOC(=O)N1CCN(C(=S)NC(=O)c2cncc(Br)c2)CC1,7.8,0.0,-1.9,-1.6,1.1,-0.2,0.6,0.0,-0.4,-1.5,-2.5
Cc1csc(NC(=O)CSc2nnc(-c3ccoc3C)n2C(C)c2ccccc2)n1 (stereo not drawn),-2.7,-0.3,-0.6,-2.7,-0.8,-4.8,-1.7,3.7,-1.9,-1.0,-5.0
O=C(C1=C[C@H](c2ccc(Br)cc2)C[C@H](OCc2ccc(CO)cc2)O1)N1CCOCC1,-0.1,-0.5,2.5,-0.6,-1.8,7.5,0.2,-8.6,-1.5,0.7,3.3
Nn1c(SCC(=O)Nc2nnc(-c3ccccc3)o2)nnc1C1CC1,-8.8,-0.7,-3.3,-0.4,-0.2,5.1,-0.3,-1.9,-0.5,-0.7,-1.4
O=C(c1ccc(NC2=NC3CS(=O)(=O)CC3S2)cc1)N1CCN(c2ccc([N+](=O)[O-])cc2)CC1 (stereo not drawn),2.1,0.5,3.8,-1.8,-1.8,-12.3,0.3,2.5,-1.0,-1.5,0.8
COC(=O)C1=C(C)N=C2SC(C#N)=C(N)N2C1c1cccc(OC)c1 (stereo not drawn),5.3,0.0,-144.2,-1.4,-0.8,-153.7,2.1,-0.5,-0.7,-3.5,2.4
Cc1ccc(C(C[N+](=O)[O-])c2c(C)cc3ccccn23)cc1 (stereo not drawn),4.0,-0.4,-16.7,-1.9,0.1,-24.6,-0.3,-4.2,-0.5,0.1,-3.1
CC(=O)OC1C=CCC2C(=O)c3cccc(O)c3C(O)C12 (stereo not drawn),-0.8,-0.1,3.0,1.9,0.6,-3.6,-0.2,-0.6,-0.8,-4.1,-1.8
CC(C(O)C12CC3CC(CC(C3)C1)C2)N1CCCCC1 (stereo not drawn),-0.8,-0.1,-0.2,1.1,-0.5,0.4,-0.9,2.6,-0.9,-0.4,-5.0
Fc1ccc(-c2ccnc3nc(N4CCOCC4)nn23)cc1,-1.8,-0.3,-405.0,-0.2,-2.5,i,-0.8,3.6,-1.9,2.7,-104.2
O=C(CCN=C1NS(=O)(=O)c2ccccc21)OCc1nnc(-c2ccc([N+](=O)[O-])cc2)o1,-9.9,-1.3,2.6,4.9,-0.2,2.0,-1.2,-3.2,-0.9,-0.6,-1.7
CCCC(=O)N1CCN(c2nc3c(OC)ccc(Cl)c3s2)CC1,-3.1,-0.6,-2.4,-1.1,-1.5,-8.6,0.4,5.6,-1.1,0.0,-2.6
Cc1cnc(CNC(=O)C2CCC(=O)N(CCc3cccc(F)c3)C2)[nH]1 (stereo not drawn),-2.3,-0.3,-5.5,-0.4,1.6,-1.1,0.1,1.9,-1.2,-2.8,1.3
O=[N+]([O-])c1cc(S(=O)(=O)N2CCCCCC2)ccc1F,0.8,-0.2,0.1,4.6,-3.3,7.7,0.0,2.8,-0.5,-0.3,-0.6
O=C(Nc1ccnn1C1CCN(C2CCCC2)CC1)c1ccccc1Cl,-2.1,0.1,2.5,0.7,-0.7,-5.4,-0.2,3.0,-1.2,1.7,-1.1
CN(C)Cc1ccccc1COc1ccccc1,-2.3,-0.2,1.1,0.0,-1.0,-2.1,-0.6,1.0,-0.7,-1.5,-2.9
CC(C)(CC(=O)O)CC(=O)NCc1c(Cl)cccc1Sc1ccc(Cl)cc1,7.0,-0.3,0.6,-0.7,-0.6,-7.7,·,10.3,-1.6,1.6,-2.1

# Records listed so far shown as hits in hcDAF12 agonist.
Compound | Rev-erbA mod | DAX1 inh-1 | PLCg1 inh | hcDAF12 agonist | PLCb3 inh | DAX1 inh-2 | MBD2 inh | ssDAF12 agonist | SMARCA2 activ | ADAM17 inh
O=C(CCNC(=O)c1ccco1)Nc1nc(-c2ccccc2)cs1 | 1.1 | -0.2 | 1.4 | 6.4* | -5.5 | · | 0.9 | 1.0* | 6.1 | -4.8
O=C(O)COn1c(-c2ccc(Cl)cc2)nc2ccc(Cl)cc21 | 5.0 | 1.3 | -5.3 | 6.2* | -1.5 | 1.1 | 1.0 | 0.1 | 2.1 | -6.3

# Other results:
SMILES,Rev-erbA mod,DAX1 inh-1,PLCg1 inh,hgDAF12 agonist,hcDAF12 agonist,PLCb3 inh,DAX1 inh-2,MBD2 inh,ssDAF12 agonist,SMARCA2 activ,ADAM17 inh
COc1cccc(OCCn2c(C)c(/C=N/n3cnnc3)c3ccccc32)c1,-1.4,-0.2,1.7,-0.5,-1.4,1.5,0.8,1.4,-1.4,-1.0,-3.8
CCCC(=O)Nc1ccc2nc(SCC(=O)N3CCCC3)sc2c1,-1.1,2.0,-2.3,5.2,-0.2,-2.3,-0.1,-5.2,-0.9,-4.7,-6.2
O=C(NCCc1cccnc1)c1cc(COc2ccc(F)cc2F)on1,0.2,-0.5,0.1,-3.2,-1.1,-5.8,-0.1,-3.5,-1.1,1.1,-2.3
COc1cc(C(=O)O/N=C(\N)c2ccccn2)cc(OC)c1OC,-0.9,0.0,0.1,0.6,-1.3,-6.5,-0.5,0.1,-1.4,-0.4,-1.2
O=c1cc(NCc2ccccc2)nc2n1CCCS2,1.8,-0.4,2.4,0.6,-2.1,-2.3,0.2,6.6,-1.6,-3.2,-0.1
O=[N+]([O-])c1cccc(-c2ccc(SCc3ccccn3)nn2)c1,-2.5,2.1,3.3,9.6,-1.0,-3.5,1.4,-1.6,-1.4,2.0,0.3
CC(NC(=O)COc1cc(=O)n(C)c2ccccc12)c1ccc2c(c1)OCCO2 (stereo not drawn),-3.2,0.7,0.2,-0.2,-1.7,3.1,0.9,-2.1,-1.2,-0.9,-3.3
CC1(C(=O)Nc2cccnc2)Cc2c(-c3cccc(C(F)(F)F)c3)ccnc2O1 (stereo not drawn),-0.7,-1.4,-1.4,-2.0,-1.2,4.6,·,0.5,-1.6,-5.7,0.6
COc1ccc(Cl)cc1-c1cc(C(=O)Nc2ccc(F)cc2)[nH]n1,66.6*,-2.1,4.9,0.8,1.3,8.3,·,-1.8,-0.6,-1.3,2.9
Cc1ccc(S(=O)(=O)N2CCCC(C)C2)cc1 (stereo not drawn),6.3,0.3,-1.6,-1.8,-1.2,-7.4,-1.6,2.1,-1.6,-2.9,-3.4
Cc1ccc(NC(=O)CCC(=O)NNC(=O)Nc2cccc(Cl)c2)c(C)c1,-4.7,-1.1,2.8,-0.7,-0.8,-6.1,0.7,-3.9,-0.7,-0.8,-1.1
Nc1[nH]c(C(=O)c2ccccc2)c(-c2ccc(Cl)cc2)c1C(=O)NCCC1=CCCCC1,-7.7,·,0.1,-1.8,-0.1,-1.2,·,-5.6,-1.2,·,-1.1
O=S(=O)(c1cc(Cl)cc(Cl)c1)N1CCCC1c1nc2ccccc2s1 (stereo not drawn),-0.7,-0.2,-4.7,0.0,-1.9,-2.5,1.0,1.9,-0.7,-0.5,-6.5
O=C1c2ccccc2C(O)(c2ccccc2)N1c1ccc([N+](=O)[O-])cc1Cl (stereo not drawn),5.0,-1.3,3.7,-1.4,0.4,4.9,0.3,0.8,-1.5,-2.0,-0.2
CS(=O)(=O)c1cccc(-c2nnc(NC(=O)c3ccc(S(=O)(=O)N4CCCC4)cc3)o2)c1,1.5,-0.4,-0.7,-1.2,-1.0,2.0,0.5,-0.4,-1.2,-1.0,1.7

# Screens from PubChem.

# This is a random part of the collection (roughly 7.4% active in at least one column).
